# Growth percent in the NCI-60 one-dose screen (48 h, 10 µM unless noted): 100 = growth as untreated, 0 = no growth, -100 = all killed.
# OVCAR-3: OVCAR-3 ovarian cancer; 79,000 compounds, 7% hits; AID 1794787
# A498: A498 renal cancer cells; 76,000 compounds, 5.4% hits; AID 1794774
# TK-10: TK-10 renal cancer cells; AID 1794769; 81,000 compounds, 3.9% hits
# OVCAR-5: OVCAR-5 ovarian cancer. AID 1794783. 82,000 compounds, 2.9% hits
# RXF 393: RXF 393 renal cancer cells. 77,000 compounds, 6.9% hits. AID 1794773
# OVCAR-8: OVCAR-8 ovarian cancer. 81,000 compounds, 4.4% hits
# ACHN: ACHN renal cancer | 81,000 compounds, 4.9% hits
# CAKI-1: CAKI-1 renal cancer. 75,000 compounds, 4.7% hits
# Numbers without * were called inactive; . = no result given; & = joins results of further samples; [ ] = dose if it differs, or a comment. Rule for the calls: active = growth percent below 10; inactive = the rest. The list is partial; the hit share may differ from the screen's.
# Screens in order: OVCAR-3	A498	TK-10	OVCAR-5	RXF 393	OVCAR-8	ACHN	CAKI-1
1	NC(N)=NNC=O
  114	70	118	100	106	106	107	94
2	C#CC1(O)CCCC1
  107	103	101	108	104	100	113	101
3	CCC1(C2=NCCN2)Cc2ccccc2O1 (configuration not stated)
  111	88	100	98	103	100	100	89
4	C[C@]12C/C(=C/Sc3ccc(Cl)cc3)C(=O)C[C@@H]1CC[C@@H]1[C@@H]2CC[C@@]2(C)[C@H]1CC[C@]2(C)O
  84	107	112	110	100	94	99	.
5	CCOC(=O)CC(SP1(=S)OCC2(CCCCC2)CO1)C(=O)OCC (configuration not stated)
  109	98	108	100	116	102	99	98
6	O=[N+]([O-])c1c(Cl)cc(Cl)c([N+](=O)[O-])c1Cl
  78	111	112	115	131	95	103	.
7	c1ccc2c(NCCCCCCNc3c4c(nc5ccccc35)CCCC4)c3c(nc2c1)CCCC3
  73	82	90	79	67	65	70	60
8	CCOC(=O)/C(=C\c1ccc(C(F)(F)F)cc1)[Se]c1ccccc1
  111	103	111	121	103	100	114	103
9	CCSP(=S)(SCC)SCC
  104	91	98	102	105	107	112	101
10	CC(=O)[C@H]1CC[C@H]2[C@@H]3CC[C@@H]4C[C@H](O)CC[C@]4(C)[C@H]3CC[C@]12C
  107	72	111	103	107	102	109	90
11	CCCCCN1CCN(Cc2ccc(Br)cc2)CC1
  107	83	86	88	122	90	96	90
12	CC(C)c1ccc(C(=O)CN2CCOCC2)c(C(C)C)c1
  107	78	103	108	108	103	111	95
13	Oc1ccc(C(Cc2ccccc2)N2CCCCC2)cc1 (configuration not stated)
  100	119	97	100	.	109	107	.
14	CCCCOP(=O)(CC(C)C#N)OCCCC (configuration not stated)
  106	97	115	103	110	103	101	105
15	CC(Cl)CN(Cc1cc(O)c(CN(CC(C)Cl)CC(C)Cl)cc1O)CC(C)Cl (configuration not stated)
  113	91	99	115	77	76	71	58
16	CN(C)CCc1ccc(OC(=O)c2ccc([N+](=O)[O-])cc2)cc1
  107	97	99	98	114	109	101	101
17	CN=CNc1ccc(C)cc1C
  124	128	108	107	118	103	98	95
18	NC(=O)C(Br)c1ccccc1 (configuration not stated)
  92	87	91	114	104	91	87	-46*
19	CC(Cl)CNCc1ccccc1 (configuration not stated)
  103	95	87	101	107	96	102	99
20	O=C1CCN(C(=O)c2ccccc2)CC1
  107	103	130	113	120	104	109	103

# A draw from above in order of count of non-hydrogen atoms, descending.
# Screens in order: OVCAR-3	A498	TK-10	OVCAR-5	RXF 393	OVCAR-8	ACHN	CAKI-1
7	c1ccc2c(NCCCCCCNc3c4c(nc5ccccc35)CCCC4)c3c(nc2c1)CCCC3
  73	82	90	79	67	65	70	60
13	Oc1ccc(C(Cc2ccccc2)N2CCCCC2)cc1 (configuration not stated)
  100	119	97	100	.	109	107	.
3	CCC1(C2=NCCN2)Cc2ccccc2O1 (configuration not stated)
  111	88	100	98	103	100	100	89
9	CCSP(=S)(SCC)SCC
  104	91	98	102	105	107	112	101

# (continued)
# Screens in order: OVCAR-3	A498	TK-10	OVCAR-5	RXF 393	OVCAR-8	ACHN	CAKI-1
21	CCOC(=O)[C@@H](C)C[C@H](Cc1ccccc1)NC(=O)c1csc([C@@H](C[C@H](C(C)C)N(C)C(=O)CNC(=O)[C@H]2CCCCN2C)OC(C)=O)n1
  -17*	-3.3*	66	32	-14*	9.6*	44	.
22	CC(=O)Oc1ccc(Cl)cc1
  64	82	97	89	105	101	97	91
23	CN[C@]1(c2ccccc2Cl)CCCC[C@@H]1NCCCN1CCN(C)CC1
  92	.	97	109	81	101	106	88
24	O=C(c1cccc(C(=O)N2CC2)c1)N1CC1
  106	109	100	105	113	107	102	103
25	NC(N)=N/N=C\c1c[nH]c2ccc(Br)cc12
  81	90	116	92	99	83	95	101
26	IC1c2ccccc2C1I (configuration not stated)
  108	96	101	106	109	110	102	99
27	CC(=O)O[C@H](C[C@H](C(C)C)N(C)C(=O)[C@@H](NC(=O)[C@H]1CCCCN1C)C(C)C)c1nc(C(=O)N[C@@H](Cc2ccccc2)C[C@H](C)C(=O)O)c(CCOCc2ccccc2)s1
  -6.1*	.	31	36	18	11	12	24
28	CS(=O)(=O)Oc1ccc([N+](=O)[O-])cc1[N+](=O)[O-]
  108	88	.	115	102	91	105	100
29	C/C1=C\[C@H](C)C[C@H](C)OC(=O)C[C@H](c2ccc(O)cc2)NC(=O)[C@@H](Cc2c(Br)[nH]c3ccccc23)N(C)C(=O)[C@H](C)NC(=O)[C@@H](C)C1
  -45*	-79*	-82*	-35*	-49*	.	-19*	-43*
30	CCc1cccc(CC)c1NC(=O)NCCN1CC1
  106	93	120	122	104	97	107	101
31	C#Cc1cccc(NC(=O)Nc2cccc(NS(=O)(=O)F)c2)c1
  109[8.25 µM]	80[8.25 µM]	117[8.25 µM]	105[8.25 µM]	.	105[8.25 µM]	101[8.25 µM]	87[8.25 µM]
32	CC(C)C[C@H](N)C(=O)O
  124	112	112	109	105	108	109	99
33	CC(=O)C(C#N)c1ccccc1 (configuration not stated)
  109	98	121	95	109	107	103	97
34	COc1ccccc1N1CCN(C(C)(C)C)CC1
  102	114	86	90	114	105	105	103
35	CCCCCC1(CCBr)C(=O)NC(=O)NC1=O
  104	88	111	97	107	97	102	.
36	COc1cc(C=C(Br)Br)cc2c1OCO2
  105	102	106	93	101	107	106	95
37	CNCCc1ccc(O)c(O)c1
  110	116	108	82	119	94	84	113
38	c1ccc2c(c1)C1c3cccc[n+]3C2CC1n1c2ccccc2c2ccccc21 (configuration not stated)
  108	105	112	100	109	122	99	93
39	CC(C)N(C(=O)C(Cl)Cl)C(C)C
  106	107	104	104	103	109	103	100
40	O=C(CC1(O)C(=O)Nc2ccc(F)cc21)c1ccc(C(=O)NCC2CCC3(CC2)OOC2(CCCCC2)OO3)cc1 (configuration not stated)
  -50*	65	.	87	59	20	-25*	-16*

# Reformatted tab-delimited: four of the compounds above.
entry	smiles	OVCAR-3	A498	TK-10	OVCAR-5	RXF 393	OVCAR-8	ACHN	CAKI-1
36	COc1cc(C=C(Br)Br)cc2c1OCO2	105	102	106	93	101	107	106	95
37	CNCCc1ccc(O)c(O)c1	110	116	108	82	119	94	84	113
38	c1ccc2c(c1)C1c3cccc[n+]3C2CC1n1c2ccccc2c2ccccc21 (configuration not stated)	108	105	112	100	109	122	99	93
39	CC(C)N(C(=O)C(Cl)Cl)C(C)C	106	107	104	104	103	109	103	100

# Additional records.
# Screens in order: OVCAR-3	A498	TK-10	OVCAR-5	RXF 393	OVCAR-8	ACHN	CAKI-1
41	COCCOCn1c(NN(C)C)c(C(N)=O)c2c(N)ncnc21
  136	84	116	89	82	117	108	109
42	COc1ccc(CN2CCN(C(=O)COc3ccc(Cl)cc3)CC2)cc1
  93	57	93	98	97	94	95	86
43	NC(=S)C(N)=S
  120	113	104	112	117	104	113	115
44	Cc1cc(Cl)nc(N)n1
  119&123	92&96	95&103	93&99	103&117	105&107	104&113	109&124
45	NNC(=O)c1ccc(Cl)cc1
  107	108	104	94	110	98	107	98
46	N#C[Se]CCN1C(=O)C2C(C1=O)[C@H]1C=C[C@@H]2S1 (some centres not stated)
  -65*	.	-65*	15	-52*	-19*	-2.2*	-99*
47	CC[C@H](/C=C/[C@@H](C)[C@H]1CC[C@@H]2[C@]1(C)CC[C@H]1[C@]23C=C[C@]2(C[C@@H](O)CC[C@]12C)OO3)C(C)C
  119	102	99	115	122	94	.	.
48	C#Cc1cccc(NC(=O)C2CCN(S(=O)(=O)F)CC2)c1
  121[8.25 µM]	105[8.25 µM]	104[8.25 µM]	102[8.25 µM]	109[8.25 µM]	100[8.25 µM]	109[8.25 µM]	93[8.25 µM]
49	COc1cc(OC)c(S(=O)(=O)N(CCCl)CCCl)cc1C(=O)/C=C/c1ccc2c(c1)OCO2
  102	103	134	106	11	67	73	68
50	C/C(=C\c1ccn(-c2ccc(N)cc2C(F)(F)F)n1)[C@@H]1C[C@@H]2O[C@]2(C)CCC[C@H](C)[C@H](O)[C@@H](C)C(=O)C(C)(C)[C@@H](O)CC(=O)O1
  13	-5.0*	40	24	9.2*	17	50	31
51	O=P(O)(O)CCl
  109	91	85	103	131	104	101	107
52	COc1cc(/C=C/[N+](=O)[O-])c([N+](=O)[O-])cc1OC
  -92*	109	-18*	-3.4*	-93*	17	-46*	-50*
53	COc1ccc(CCNC2(C#N)CCCCC2)cc1OC
  106	67	105	103	108	110	109	105
54	O=Nc1c(O)[nH]c(=O)[nH]c1=O
  104	125	.	120	.	111	106	103
55	C[C@@H]1C[C@@H]([C@H](O)CC2CC(=O)NC(=O)C2)C(=O)[C@@H](C)C1
  4.1*	18	8.5*	8.5*	.	3.4*	3.2*	16
56	CCCCCNCC(O)c1ccc(Cl)c(Cl)c1 (configuration not stated)
  109	94	103	103	106	99	.	.
57	O=C1OC(Cl)c2ccccc21 (configuration not stated)
  107	103	106	94	109	104	97	103
58	CC12CCC(=O)C=C1CCC1C2=CCC2(C)C(O)CCC12 (configuration not stated)
  101	87	104	93	105	111	99	89
59	CC(=O)O[C@@H]1CC[C@]2(C)[C@H]3CC[C@]4(C)C(=O)CC[C@H]4[C@@H]3C[C@@H]3SC(c4cccc(C)c4)=N[C@@]32C1
  110	104	108	116	102	101	105	100
60	COc1ccc(-c2nc3c(s2)CC[C@@]2(C)C3=CC[C@H]3[C@@H]4CC[C@H](O)[C@@]4(C)CC[C@@H]32)cc1
  104	.	109	110	104	103	102	89

# (more compounds)
# Screens in order: OVCAR-3	A498	TK-10	OVCAR-5	RXF 393	OVCAR-8	ACHN	CAKI-1
61	COC(=O)C(Cl)Cl
  111	106	110	96	104	94	102	104
62	CC(C)(C)NC(=O)CCl
  114	89	99	113	111	114	111	100
63	C1CN1c1nc(N2CC2)nc(N2CC2)n1
  66	58	78	65	39	.	-30*	6.7*
64	O=C(OC(C[N+](=O)[O-])C(Cl)(Cl)Cl)c1ccc(Cl)c(Cl)c1 (configuration not stated)
  113	94	97	105	105	81	103	102
65	CCOC(=O)N(C(C)C)[N+](=O)[O-]
  112	108	101	106	100	98	104	100
66	CC(=O)O[C@H]1CC[C@H]2[C@@H]3CC=C4c5sc(-c6cccc(Cl)c6)nc5CC[C@]4(C)[C@H]3CC[C@]12C
  103	120	110	110	103	106	94	93
67	CN1CCN(C(=O)COc2ccc(C=C3C(=O)NC(=S)NC3=O)cc2)CC1
  103	100	99	105	97	99	95	94
68	CC(C)CCC1(CCO)C(=O)NC(=O)NC1=O
  121	113	118	107	104	102	111	103
69	CCOC(=O)C1C(C=C(C)C)C1(C)C (configuration not stated)
  103	105	107	80	114	100	100	96
70	CCOP(=O)(Cc1ccccc1)OCC
  122	101	108	126	101	110	110	95
71	C=CCCC1(CC(C)C)C(=O)NC(=S)NC1=O
  102	109	100	98	112	101	100	95
72	CC(C)COC(C[N+](=O)[O-])C(Cl)(Cl)Cl (configuration not stated)
  115	85	105	109	115	101	107	102
73	c1ccc2c(CN3CC3)c[nH]c2c1
  101	71	123	107	104	97	104	92
74	O=C(NC(=O)c1c(F)cccc1F)Nc1cc(Cl)c(OC(F)(F)C(F)C(F)(F)F)cc1Cl (configuration not stated)
  91	81	92	103	96	90	88	85
75	COc1cc(OC)c(S(=O)(=O)N(CCCl)CCCl)cc1C(=O)/C=C/c1ccc(C)cc1
  112	110	106	92	-18*	54	65	65
76	CNC(=O)Oc1cc(C)c(OC(=O)NC)cc1C
  102	97	.	90	83	107	103	89
77	CC12CCC(=O)C=C1CC(N1CC1)C1C2CCC2(C)C(O)CCC12 (configuration not stated)
  83	.	100	127	94	68	57	44
78	CCNC(Cc1ccccc1)c1ccccc1 (configuration not stated)
  109	109	103	97	113	104	110	89
79	CC(C)NC(C)Cc1ccc(O)c(O)c1 (configuration not stated)
  104	106	87	96	105	90	97	.
80	COc1ccc(/C=C\c2cc(OC)c(OC)c(OC)c2)cc1OCC(=O)Nc1nc2ccc(OC(F)(F)F)cc2s1
  -31*	30	47	112	26	43	43	35
81	Oc1cc(Br)c(Br)cc1O
  84	99	103	102	102	81	92	102
82	CCOc1cc(/C=N\Nc2nnc(C)n2N)c(C)cc1N(CCCl)CCCl
  4.1*	-26*	31	53	30	20	22	12

# Compound activity (PubChem BioAssay)
